Assay outcomes from PubChem.
CHO-K1 Ca antag: M1 antagonist counterscreen hit in parental CHO-K1 cells | ATP-induced calcium, Fluo-8 fluorescence | inhibition, % at 3 µM | 0.6% of 360,000 active | AID 602250;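 active means inhibition above a per-plate cutoff, the plate's mean sample inhibition plus 3 SD, cut at about 24% in these data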;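 further: 0% = DMSO plus EC80 ATP and 100% = DMSO alone without ATP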
M4 ag: human M4 muscarinic receptor agonists, primary screen, CHO-K1 cells, Fluo-8 calcium fluorescence; activation, % at 3 µM; AID 624127, 2012; Muscarinic acetylcholine receptor M4 (Homo sapiens), P08173; CHO-K1 hM4/Gqi5; vehicle 0%, full acetylcholine response 100%; 0.14% of 360,000 active;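 active means activation above the run mean over all test wells plus 3 SD, cut at about 32% in these data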;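 further: peak over basal fluorescence ratio per well then scaled between controls; 0% = DMSO wells and 100% = acetylcholine at EC100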
Target sequence (P08173 whole entry, looked up): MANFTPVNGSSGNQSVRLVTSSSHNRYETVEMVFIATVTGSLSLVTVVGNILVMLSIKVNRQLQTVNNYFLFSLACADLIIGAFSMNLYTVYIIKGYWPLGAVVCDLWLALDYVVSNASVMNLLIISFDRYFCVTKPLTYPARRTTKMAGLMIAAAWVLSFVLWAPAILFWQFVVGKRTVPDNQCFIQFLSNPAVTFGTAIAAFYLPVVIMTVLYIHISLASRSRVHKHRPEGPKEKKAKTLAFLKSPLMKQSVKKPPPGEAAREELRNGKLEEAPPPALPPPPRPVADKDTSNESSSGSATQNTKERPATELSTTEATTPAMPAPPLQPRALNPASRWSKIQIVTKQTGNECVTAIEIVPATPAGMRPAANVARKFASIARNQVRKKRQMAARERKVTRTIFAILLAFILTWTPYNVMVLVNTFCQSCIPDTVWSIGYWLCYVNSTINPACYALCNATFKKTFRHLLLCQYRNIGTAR
CHRM1 antagonist: human M1 muscarinic receptor antagonists, primary screen, CHO-K1 cells, Fluo-8 calcium fluorescence, 1536-well; Muscarinic acetylcholine receptor M1 (Homo sapiens), P11229; CHO-K1 hM1, ACh EC80 antagonist; inhibition, % at 3 µM; 1.3% of 360,000 active;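 active means percent inhibition above its own plate's cutoff, namely the mean of that plate's compound wells plus 3 SD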;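 further: peak over basal fluorescence ratio during 140 s after agonist addition; 0% = ACh EC80 plus DMSO and 100% = DMSO alone without agonist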
M1 PAM: human M1 muscarinic receptor positive allosteric modulators, primary screen, CHO-K1 cells, Fluo-8 calcium fluorescence, 1536-well | Muscarinic acetylcholine receptor M1 (Homo sapiens), P11229 | CHO-K1 hM1, ACh EC20; 0% = ACh EC20, 100% = maximal ACh | activation, % at 3 µM | 0.088% of 360,000 active | AID 588819, 2011; in the data active means activation above about 19%, passing the limit was not always enough
OXTR potentiate: human OXTR potentiators, primary screen, fluorescence, CHO-OTR cells, Fluo-8 calcium; Oxytocin receptor (Homo sapiens), P30559; Fluo-8 calcium fluorescence, potentiator mode; 0% = oxytocin EC15, 100% = EC100; activation, % at 3 µM; 0.061% of 320,000 active;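 active means activation above that plate's cutoff, the mean activation of tested compounds plus 3 SD, cut at about 6.6% in these data, passing the limit was not always enough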;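 further: 100% uses oxytocin at 75 nM as the full agonist control; some results filed as inactive read as strong as hits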
Target sequence (P30559 whole entry, looked up): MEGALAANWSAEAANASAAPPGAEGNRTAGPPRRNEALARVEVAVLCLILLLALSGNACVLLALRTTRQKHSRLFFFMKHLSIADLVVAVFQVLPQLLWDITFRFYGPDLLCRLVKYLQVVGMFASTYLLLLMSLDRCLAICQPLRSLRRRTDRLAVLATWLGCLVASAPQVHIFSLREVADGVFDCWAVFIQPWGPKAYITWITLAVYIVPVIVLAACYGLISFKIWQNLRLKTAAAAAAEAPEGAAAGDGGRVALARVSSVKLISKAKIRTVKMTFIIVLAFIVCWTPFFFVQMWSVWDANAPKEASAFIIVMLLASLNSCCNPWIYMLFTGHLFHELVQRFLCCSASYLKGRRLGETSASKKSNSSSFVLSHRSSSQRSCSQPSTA
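test system = CHO-OTR cells, human receptor | compound = single-point 3.0 µM | schedule = 6 min compound pre-incubation at room temperature, 100 s kinetic read | signal = Fluo-8 no-wash calcium dye fluorescence, excitation 470-495 nm, emission 515-575 nm | repeats = single well per compound, singlicate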
M1 ag parental: counter-screen for M1 agonists: effect in parental CHO-K1 cells; activation, % at 3 µM; AID 602248, 2012; Fluo-8 calcium fluorescence; scaled to maximal ATP response, vehicle zero; 0.48% of 360,000 active; in the data active means activation above about 15%;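 further: untransfected CHO-K1 host cells lacking M1 receptor as counterscreen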
CHRM4 antagonist: human M4 muscarinic receptor antagonists, primary screen, CHO cells, Fluo-8 calcium fluorescence. Muscarinic acetylcholine receptor M4 (Homo sapiens), P08173. CHO-hM4 cells, ACh EC80. inhibition, % at 3 µM. 0.73% of 360,000 active. AID 624125, 2012;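 active means inhibition above its plate's cutoff, the mean inhibition of sample wells plus 3 SD, cut at about 27% in these data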;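 further: 0% = acetylcholine EC80 with DMSO and 100% = DMSO without agonist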
CHO parental Ca: ATP-evoked calcium signal inhibitors, parental CHO, primary screen, counter-screen for OX1R antagonist project, cell-based, fluorescence, Fluo-8 calcium dye; 0.63% of 330,000 active; parental CHO-K1, ATP-induced calcium, Fluo-8 fluorescence; inhibition, % at 5.6 µM;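 active means inhibition above that plate's mean sample inhibition plus 3 SD, cut at about 26% in these data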;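 further: 0% = ATP-challenged DMSO wells and 100% = DMSO wells without ATP; some compounds past the cut are filed as inactive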
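material = parental CHO cells | also added = ATP as calcium-mobilizing challenge | dosing = single point at 5.6 µM | detection = intracellular calcium via Fluo-8 no-wash fluorescent dye | read-out = % inhibition | benchmarks = low control ATP plus DMSO, high control DMSO only | repeats = one well per compound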
M1 ag: human M1 muscarinic receptor agonists, primary screen, Fluo-8 calcium fluorescence, CHO-K1 cells, HTS | Muscarinic acetylcholine receptor M1 (Homo sapiens), P11229 | CHO-K1 hM1, agonist mode; 0% DMSO, 100% acetylcholine EC100 | activation, % at 3 µM | 0.33% of 360,000 active;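 active means activation above the run's mean compound activation plus 3 SD, cut at about 16% in these data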;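 further: peak over basal fluorescence ratio within a 140 s kinetic read after compound addition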
An asterisk follows results filed as active; · = not tested or not shown.

SMILES | CHO-K1 Ca antag | M4 ag | CHRM1 antagonist | M1 PAM | OXTR potentiate | M1 ag parental | CHRM4 antagonist | CHO parental Ca | M1 ag
CCN(CC)c1ccc(/C=N/NC(=O)c2nnn(-c3nonc3N)c2C(C)C)c(O)c1 | -7 | 3 | 3 | 0 | -11 | 2.9 | 9 | -2 | -2
CSc1nnc(-c2sccc2-n2cccc2)o1 | -19 | 0 | -11 | 9 | -9 | 0.5 | -1 | -39 | -5
CCCCC[C@H](C)N1C[C@H](COCc2ccccc2)Oc2cc(N3CCC[C@H]3C(N)=O)ccc2S1(=O)=O | -10 | -2 | · | · | · | 0.3 | 0 | · | ·
Cc1occc1C(=O)N=Nc1c(O)n(C)c2ccccc12 | -17 | 2 | -7 | 6 | -4 | -0.1 | 13 | -9 | -6
COc1cc2c(cc1NC(=O)COC(=O)/C=C/c1ccccc1)oc1ccccc12 | -4 | 1 | -3 | 5 | -8 | 0.8 | 3 | -1 | -6
COc1c(C)cc(C(O)c2ncc(-c3ccccc3F)[nH]2)cc1C (stereo not given) | -19 | 3 | -15 | 6 | · | 2.1 | -7 | · | 0
CCN(CC)CCCn1c2c(c(SCC(=O)Nc3ccc4c(c3)OCCO4)nc1=O)CCC2 | -9 | 0 | -8 | -3 | 2 | 0.7 | -11 | -9 | -6
CCCCNS(=O)(=O)c1cccc(NC(=O)[C@@H]2O[C@H](CO)[C@H](O)[C@H](O)[C@H]2O)c1 | -16 | 0 | -15 | 7 | · | 0.3 | 0 | · | -3
CN1CCN(S(=O)(=O)c2cccc(C(=O)Nc3sccc3C#N)c2)CC1 | -5 | 7 | 9 | -1 | -1 | 0.8 | -1 | 0 | 4
COc1ccc(Cn2c(C)c(C)c(C#N)c2NC(=O)Nc2ccc(F)cc2)cc1 | -3 | 3 | 1 | -6 | -10 | 4.9 | -6 | 0 | -3
CCOC(=O)CN1C(=O)COc2ccc(Cl)cc21 | 9 | 1 | 1 | 1 | -2 | 0.4 | -3 | 16 | -5
COc1ccccc1N1N=C(C(=O)c2ccccc2)C2C(=O)N(c3ccc(Br)cc3)C(=O)C21 (stereo not given) | -6 | 1 | 6 | 3 | -7 | 1.1 | -7 | -8 | -3
Cc1nn(C2CCS(=O)(=O)C2)c(C)c1CN(C)C(=O)c1ccc(Cl)cc1 (stereo not given) | -10 | 3 | -21 | 19 | -7 | 1.0 | -19 | -6 | 1
O=C(CNC(=O)c1ccc(Cl)cc1Cl)OCc1nnc(-c2ccccc2)o1 | 0 | 1 | -8 | 8 | 4 | 1.3 | -1 | 8 | -2
O=c1n(Cc2ccccc2)c(O)c2n1Cc1ccccc1N=C2c1ccccc1 | 0 | 11 | -18 | 3 | · | 8.5 | -7 | · | -2
O=C(NCC1CCCO1)c1ccc(Cl)c(S(=O)(=O)Nc2ccccc2)c1 (stereo not given) | -3 | 2 | -6 | 7 | -9 | 0.7 | -5 | -5 | 0
Cc1ccccc1C1c2[nH]c3ccccc3c2CCN1Cc1cccn1-c1ncccn1 (stereo not given) | -4 | 2 | 66* | -26 | -3 | -0.2 | 16 | -29 | -6
Cc1ccc(-n2[nH]c(C)c(C=Nc3ccc(S(=O)(=O)Nc4nccs4)cc3)c2=O)cc1C | -9 | 0 | -18 | 15 | 0 | 0.1 | 5 | -12 | -6
COc1cc2cc(C(=O)N[C@@H](Cc3ccccc3)C(=O)O)n(C)c2c(OC)c1OC | -6 | -2 | -5 | 1 | 0 | -1.1 | 5 | 1 | -2
Cc1ccc(OCCCCCCN2CCNCC2)cc1 | 4 | 7 | 7 | 2 | -11 | 2.0 | 1 | 1 | -3
O=C1NC(c2ccccc2)Nc2c1sc(=S)n2-c1ccccc1 (stereo not given) | -3 | 1 | 0 | 6 | 1 | 1.2 | 4 | -14 | -6
CCCCCCCCNS(=O)(=O)CCNCc1ccc(OC)cc1 | -1 | 1 | -12 | 5 | · | 0.0 | -1 | · | -1
COc1cc(OC)cc(C(=O)NC(C(=O)Nc2ccc(N3CCOCC3)cc2)C(C)C)c1 (stereo not given) | -14 | 1 | -9 | 6 | · | 0.7 | 5 | · | -7
O=S(=O)(Nc1cc(S(=O)(=O)N2CCOCC2)ccc1N1CCCC1)c1cccs1 | -15 | 2 | -18 | 14 | -2 | -0.8 | 2 | -31 | -4
O=C(c1ccccc1-c1nc(-c2ccccc2)no1)N1CCOCC1 | -24 | 3 | -4 | 2 | 1 | 1.6 | -2 | -11 | -4
COc1cccc(-n2c(COc3ccc(C)cc3)nnc2SCC(=O)O)c1 | -23 | 2 | -10 | 8 | 2 | -0.1 | -5 | 1 | -2
N#CCOc1ccccc1/C=C/c1nc2ccccc2c(=O)[nH]1 | -12 | 4 | -9 | 8 | 1 | 1.9 | -18 | -21 | -3
O=C(O)c1ccc(Cn2cnc3scc(-c4ccccc4)c3c2=O)cc1 | -10 | 0 | -2 | 5 | -4 | 0.1 | -7 | -8 | -4
COc1ccc(NC(=O)CSc2nnc(C3CC3)n2-c2ccccc2)cc1 | 5 | -1 | -5 | 11 | 0 | -0.9 | -8 | -9 | 2
O=C(COC(=O)CNS(=O)(=O)/C=C/c1ccccc1)Nc1cc(S(=O)(=O)N2CCCCC2)ccc1Cl | 16 | 3 | 6 | -3 | -15 | 6.7 | 0 | -4 | -5
O=C1/C(=C/c2ccncc2)N=C2CCCCCN12 | -12 | 0 | -10 | 5 | -5 | 0.6 | -10 | 8 | -3
CCOCCCNc1nc2c(c(=O)[nH]c(=O)n2C)n1CCCc1ccccc1 | 26* | 0 | 10 | -1 | -8 | -0.4 | 8 | -10 | -4
CC(C)Oc1cc2oc(=O)c3c(c2cc1Cl)CCC3 | -12 | 0 | -21 | 4 | -10 | 0.3 | -3 | -5 | -2
CC(C)Sc1nnc([C@H](Cc2c[nH]c3ccccc23)NC(=O)OC(C)(C)C)o1 | 6 | -1 | -3 | 5 | -15 | 1.4 | 4 | -17 | -6
COc1ccccc1CNC(=O)/C=C/c1cc2c(cc1Br)OCO2 | -8 | 1 | -7 | 2 | -7 | 0.0 | 2 | -7 | -4
CCCCC(=O)N(C)c1c(C)nc2ccc(C(=O)N3CCNC(=O)C3)cn12 | 1 | 0 | 0 | -1 | · | 0.0 | -7 | · | -2
Cn1nccc1C(=O)Nc1sc2c(c1C(N)=O)CCCC2 | 13 | 1 | -6 | 5 | -3 | -0.3 | -3 | -17 | -9
CC(C)OC(=O)Cc1nc2sc(-c3ccccc3)cc2c(=O)[nH]1 | -3 | 3 | -20 | 10 | -11 | 1.5 | 6 | -13 | 0
CC(=O)c1ccc(N2Cc3ccccc3/C2=N\C(=O)Nc2ccc(Cl)cc2)cc1 | -2 | 1 | -4 | -2 | -2 | 0.1 | -13 | -8 | -14
Cc1ccc(F)c(S(=O)(=O)NC(=O)C2(C)CCN2C(=O)Cc2ccc(Cl)cc2Cl)c1 (stereo not given) | -12 | 0 | -4 | 2 | · | 0.3 | 0 | · | -1

Gathered by group: the entries above with bromine.
SMILES | CHO-K1 Ca antag | M4 ag | CHRM1 antagonist | M1 PAM | OXTR potentiate | M1 ag parental | CHRM4 antagonist | CHO parental Ca | M1 ag
COc1ccccc1N1N=C(C(=O)c2ccccc2)C2C(=O)N(c3ccc(Br)cc3)C(=O)C21 (stereo not given) | -6 | 1 | 6 | 3 | -7 | 1.1 | -7 | -8 | -3
COc1ccccc1CNC(=O)/C=C/c1cc2c(cc1Br)OCO2 | -8 | 1 | -7 | 2 | -7 | 0.0 | 2 | -7 | -4

Further compounds follow:
SMILES | CHO-K1 Ca antag | M4 ag | CHRM1 antagonist | M1 PAM | OXTR potentiate | M1 ag parental | CHRM4 antagonist | CHO parental Ca | M1 ag
Cc1oc(-c2cccc(Cl)c2)nc1CN1CCC(C(=O)N2CCN(c3ccccc3F)CC2)CC1 | 2 | 14 | 4 | 1 | -6 | 3.4 | -7 | 1 | 1
CCC(C)NC(=O)Cn1cnc2sc(C)cc2c1=O (stereo not given) | 11 | 1 | -13 | 8 | -4 | 0.2 | -8 | -7 | 2
Cc1nn(Cc2ccc(F)cc2)c(C)c1NC(=O)c1noc2c1CCc1ccccc1-2 | 24* | 4 | -5 | -2 | -6 | -0.2 | 0 | -11 | -2
COc1ccc(C2SCC(=O)N2c2ccc(C)cc2)cc1 (stereo not given) | -14 | 0 | -9 | 3 | · | 0.5 | 2 | · | -7
N#Cc1cc2ccc(N3CCOCC3)cc2cc1C#N | -2 | 9 | 9 | -4 | -9 | 4.5 | 13 | 0 | -1
Cc1nc2c(C(=O)O)cnn2c(C)c1Cc1ccccc1F | -16 | 1 | -7 | 6 | -5 | 0.0 | 6 | -2 | -2
O=C([C@H]1O[C@@H](n2ccc(=O)[nH]c2=O)[C@H](O)[C@@H]1O)N1CCC(F)(F)CC1 | -14 | 2 | -25 | -2 | · | 0.5 | -7 | · | -2
O=C(Nc1ccccc1-c1ccccc1)c1ccc(NC(=O)c2ccco2)cc1 | -4 | 7 | -27 | 8 | -14 | 2.3 | -9 | -27 | -2
O=S(=O)(NCCCc1ccccc1)c1ccc(F)c(F)c1 | -12 | -1 | 0 | -1 | -15 | 0.6 | 9 | -20 | -6
Nc1c(Cl)ncnc1NCc1cccnc1 | -13 | 2 | -12 | 4 | -5 | 5.5 | 2 | 6 | -1
CN1CCC(N(C)C(=S)Nc2ccc(F)cc2)CC1 | -4 | 7 | 3 | 4 | -9 | 0.3 | -7 | 9 | -4
Cc1nc(Sc2nnnn2-c2ccccc2)c(C#N)c(C)c1C | -5 | 1 | -3 | 6 | 0 | 0.0 | 5 | -9 | -2
COc1ccc(NC(=O)C2CCN(S(=O)(=O)c3cccc4nonc34)CC2)cc1OC | 1 | 11 | 10 | 0 | -16 | 5.6 | 7 | -4 | 1
Cc1c(N=C2SC(CC(=O)Nc3ccccc3)C(=O)N2CCN2CCOCC2)c(=O)n(-c2ccccc2)n1C (stereo not given) | -10 | 1 | -7 | 13 | -1 | 0.1 | 0 | -20 | -11
CCCC12C(=O)C(C)(C(c3ccccc3)=C1c1ccccc1)C1C(=O)N(c3ccc(C)cc3)C(=O)C12 (stereo not given) | -4 | 1 | -12 | 2 | -3 | -0.3 | -12 | 8 | -6
CC1CCCC(NC(=O)COC(=O)c2cc(S(=O)(=O)N3CCCCC3)ccc2N2CCOCC2)C1C (stereo not given) | 0 | -2 | -1 | 5 | -7 | -0.4 | -3 | -18 | -6
